# Rab9 prom act = qHTS Assay for Rab9 Promoter Activators; Huh7 Rab9 promoter-luciferase reporter, luminescence, 24 h; Potency, µM (doses to about 9.22 µM), for the others: at the highest dose activation, negative = inhibition, most hits filed as activators; 320,000 compounds, 2.8% hits; also: potency is read from the fitted curve at half-maximal effect; % of control where 0% means no effect; nearly all actives have a fitted effect of over 60% in size
#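 Quantitative HTS format; Huh7 Rab9-luciferase reporter cells (1500/well) receive compound 2 h post-plating, incubate 24 h at 37 °C, then get luciferase reagent for 10 min before luminescence reading.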
# ELG1 repair inh = qHTS screen for small molecules that inhibit ELG1-dependent DNA repair in human embryonic kidney (HEK293T) cells expressing luciferase-tagged ELG1; HEK293T ELG1-luciferase reporter, luminescence, 16 h; DNA damage induced by 5-fluorouridine; Potency, µM (highest dose often 46.1 µM), for the others: top-dose activity change, negative = inhibition, most hits filed as inhibitors; 330,000 compounds, 2.3% hits; also: potency is read from the fitted curve at half-maximal effect; % is scaled to controls: 0 for no effect and ±100 for the full control effect; nearly all actives have a fitted effect of over 55% in size
#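 Luminescence from the luciferase reporter, measured 30 min after ONE-Glo reagent at room temperature, was the read-out. Beforehand, 2,000 cells per well were exposed for 16 hr at 37 °C to 5-fluorouridine together with compound or vehicle.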
# FLuc counter = qHTS profiling assay for firefly luciferase inhibitor/activator using purifed enzyme and Km concentrations of substrates (counterscreen for miR-21 project); 360,000 compounds, 6.9% hits; Luciferin 4-monooxygenase (Photinus pyralis), P08659; purified FLuc, Km substrates, luminescence inhibition; Potency, µM (doses to about 57.5 µM), for inactives: top-dose activity change, negative = inhibition, actives largely listed as inhibitors;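 also: potency is read from the fitted curve at half-maximal effect; plate controls were vehicle for no effect and reference inhibitor for full effect; nearly all actives have a fitted effect of over 55% in size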
#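 Biochemical qHTS of compounds, final roughly 60 µM downward over six points, against 10 nM purified firefly luciferase using Km concentrations of substrates (10 uM D-luciferin, 10 uM ATP) in Tris acetate pH 7.5 buffer; luminescence output.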
# PKM2 activator = qHTS Assay for Activators of Human Muscle isoform 2 Pyruvate Kinase. Pyruvate kinase PKM (Homo sapiens), P14618. purified PKM2, Kinase-Glo ATP luminescence, activation; response scale: 0% is enzyme alone, no compound. Potency, µM (series often up to 57.5 µM), for inactives: at the highest dose activation, actives largely listed as activators. 260,000 compounds, 0.34% hits; also: potency is read from the fitted curve at half-maximal effect; % is scaled to controls: 0 for no effect and ±100 for the full control effect; nearly all actives have a fitted effect of over 55% in size
#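 Purified hPK-M2 (>95%) run at intermediate activity with 0.1 mM ADP and 0.5 mM PEP in 50 mM imidazole pH 7.2, KCl, MgCl2; 1 h room temperature. ATP formed read by Kinase-Glo luminescence; normalized to uninhibited and no-enzyme controls.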
# Menin-MLL TR inh = qHTS Assay for Inhibitors Targeting the Menin-MLL Interaction in MLL Related Leukemias: Competition With Texas Red Labeled MLL-derived Mutant Peptide; O00255; Menin + Texas Red MLL mutant peptide, fluorescence polarization; Potency, µM (highest dose often 61.6 µM), for inactives: at the top dose FP activity change, negative = inhibition, most hits filed as inhibitors; 270,000 compounds, 0.23% hits; AID 1768, 2009; active = well fitted inhibition curve with a large enough effect in the polarisation, with a control signal flat, not every such curve was filed as active; inconclusive = small, poorly fitted or top-dose-only effect, or effect the other way, or a change in a side signal; inactive = no such curve, though single readings can be large or run the other way; the % refers to the polarisation; also: potency is read from the fitted curve at half-maximal effect; % of control where 0% means no effect; many of its hits are not listed in these tables
# VP16 counter = VP16 counterscreen qHTS for inhibitors of ROR gamma transcriptional activity | Potency, µM (highest dose often 53.6 µM), without a hit: at the highest dose activity, negative = inhibition, actives largely listed as inhibitors | Drosophila S2 Gal4-VP16 UAS-luciferase, luminescence, 20 h | 310,000 compounds, 3.5% hits;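 also: Gal4-VP16 expression switched on by copper sulfate through the metallothionein promoter; potency is read from the fitted curve at half-maximal effect; % is scaled to controls: 0 for no effect and ±100 for the full control effect; nearly all actives have a fitted effect of over 50% in size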
# KCNH2 3.1 block = qHTS for Inhibitors of KCHN2 3.1: Mutant qHTS; U2OS KCNH2 3.1, thallium flux FluxOr; hits give low values; activity change, % (tested at about 1.8 µM); 340,000 compounds, 0.95% hits; AID 720553, 2013;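 active = maximum activity change below -70%; inconclusive = maximum activity change from -70% to -50%; inactive = maximum activity change above -50%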;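 also: thallium influx rate constant from kinetic fluorescence after stimulation buffer; % is scaled to controls: 0 for no effect and ±100 for the full control effect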
#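 Channel expression came from 3.1 mutant virus (1.77 x 10^8 /mL) applied to suspended U2OS cells for 4 h. Flux was tracked with FluxOr dye plus Red40 quencher, and kinetic rate constants normalized to controls.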
# NPC1 promoter act = qHTS Assay for NPC1 Promoter Activators. Huh7 NPC1 promoter luciferase reporter, 24 h. Potency, µM (series often up to 9.22 µM), without a hit: at the highest dose activation, most hits filed as activators. 320,000 compounds, 2.4% hits;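 also: potency is read from the fitted curve at half-maximal effect; % of control where 0% means no effect; nearly all actives have a fitted effect of over 60% in size; reporter is driven by a mutant NPC1 promoter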
#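 Cells: Huh7 expressing luciferase under the NPC1 promoter, 1500/well. Seeded 2 h, compound added, incubated 24 h at 37 °C. Luciferase reagent, 10 min ambient, then luminescence.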
# Mito fusion yeast = qHTS Assay for Small Molecule Inhibitors of Mitochondrial Division or Activators of Mitochondrial Fusion | S. cerevisiae fusion-defective mutant growth rescue, CellTiterGlo 48 h | Potency, µM (series often up to 46.1 µM), for inactives: at the top dose growth rescue (activation), actives largely listed as activators | 320,000 compounds, 0.23% hits;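 also: potency is read from the fitted curve at half-maximal effect; % of control where 0% means no effect; nearly all actives have a fitted effect of over 45% in size; temperature-sensitive fusion mutants such as fzo1-1 at 37 °C on non-fermentable ethanol glycerol medium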
#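 Growth-rescue viability read-out: after 48 h at the non-permissive 37C in glycerol/ethanol YPEG, yeast mitochondrial fusion mutants are measured by CellTiterGlo luminescence; compounds (23 nl pinned per well) restoring growth score as division inhibitors or fusion activators.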
# RORg inh = qHTS for inhibitors of ROR gamma transcriptional activity. Nuclear receptor ROR-gamma (Mus musculus), P51450. Drosophila S2 Gal4-RORgamma UAS-luciferase reporter, 20 h. Potency, µM (doses to about 53.6 µM), for the others: at the highest dose activity change, negative = inhibition, actives largely listed as inhibitors. 310,000 compounds, 5.4% hits; also: potency is read from the fitted curve at half-maximal effect; % is scaled to controls: 0 for no effect and ±100 for the full control effect; nearly all actives have a fitted effect of over 60% in size
# Target sequence (P51450 whole entry, looked up, the tested form may be a part): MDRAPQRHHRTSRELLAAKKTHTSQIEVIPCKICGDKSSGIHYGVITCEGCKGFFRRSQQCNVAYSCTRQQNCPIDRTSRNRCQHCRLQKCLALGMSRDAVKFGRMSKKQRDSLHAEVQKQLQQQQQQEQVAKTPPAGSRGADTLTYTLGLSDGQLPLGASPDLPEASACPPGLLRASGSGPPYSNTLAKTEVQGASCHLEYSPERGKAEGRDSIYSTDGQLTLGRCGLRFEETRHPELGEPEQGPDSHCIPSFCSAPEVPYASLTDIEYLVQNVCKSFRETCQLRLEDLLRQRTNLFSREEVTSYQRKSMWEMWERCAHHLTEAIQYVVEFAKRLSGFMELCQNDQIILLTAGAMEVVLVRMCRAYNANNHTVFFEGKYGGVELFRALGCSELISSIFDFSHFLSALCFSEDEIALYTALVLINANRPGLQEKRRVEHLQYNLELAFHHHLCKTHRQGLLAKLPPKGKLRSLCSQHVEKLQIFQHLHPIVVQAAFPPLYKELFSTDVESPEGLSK
#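 Using a luciferase readout, inhibitors were identified by reduced reporter activity in Drosophila cells coexpressing a copper-inducible Gal4–ROR gamma fusion and UAS-driven Photinus luciferase, incubated 20 hr after 700 uM copper sulfate.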
# MBNL1 CUG block = qHTS Assay for Inhibitors of MBNL1-poly(CUG) RNA binding; AID 2675, 2010; Potency, µM (titrated, usually from 57.5 µM), inactives show top-dose activity change, negative = inhibition, usual class: inhibitors; 280,000 compounds, 0.036% hits; TR-FRET MBNL1-His/biotin-(CUG)12 binding, 665/545 ratio; active = well fitted inhibition curve with a large enough effect in the signal ratio, with a control signal flat, not every such curve was filed as active; inconclusive = small, poorly fitted or top-dose-only effect, or effect the other way, or a change in a side signal; inactive = no such curve, though single readings can be large or run the other way; the % refers to the signal ratio; also: potency is read from the fitted curve at half-maximal effect; % is scaled to controls: 0 for no effect and ±100 for the full control effect
# Target sequence (Q9NR56 whole entry, looked up): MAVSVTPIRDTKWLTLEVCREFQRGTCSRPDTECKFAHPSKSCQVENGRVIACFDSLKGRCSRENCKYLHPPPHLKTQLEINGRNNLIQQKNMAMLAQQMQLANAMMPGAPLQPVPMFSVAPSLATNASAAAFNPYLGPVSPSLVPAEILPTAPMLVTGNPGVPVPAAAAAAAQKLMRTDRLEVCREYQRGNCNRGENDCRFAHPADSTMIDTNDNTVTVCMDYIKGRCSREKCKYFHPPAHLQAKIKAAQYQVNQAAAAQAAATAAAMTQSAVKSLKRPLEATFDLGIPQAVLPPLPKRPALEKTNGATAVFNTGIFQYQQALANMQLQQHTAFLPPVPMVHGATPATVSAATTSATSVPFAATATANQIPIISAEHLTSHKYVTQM
#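 Compound titration spanned 92 nM–58 uM against the MBNL1-His/biotin-(CUG)12 complex. After 60 min at room temperature with 5 nM streptavidin-XL665 and 0.055 ng/ul terbium anti-His, ratiometric 665/545 nm emission (Ex 340 nm) normalized to controls.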
# * hit, by the source's call; ? = inconclusive; . = not tested or not shown; [ ] = dose if it differs, or a comment. Unless noted, calls follow the shape of the dose curve; as a rule, active = well fitted curve in the direction sought with a large enough effect; inconclusive = small, poorly fitted or top-dose-only effect, or another doubt; inactive = no such curve, though single readings can be large; an effect the other way counts as inactive or inconclusive.
No.	mol	Rab9 prom act	ELG1 repair inh	FLuc counter	PKM2 activator	Menin-MLL TR inh	VP16 counter	KCNH2 3.1 block	NPC1 promoter act	Mito fusion yeast	RORg inh	MBNL1 CUG block
1	CC(C)C[C@H](NC(=O)C1CC(=O)N(c2ccc3c(c2)OCO3)C1)C(=O)NC1CCCC1 (stereo not given in full)	-5%	2%	-4%	.	.	-4%	9	-14%	-3%	-8%	1%
2	O=C(CCCNC(=O)c1ccc(Cl)cc1)Nc1ccc(Br)cc1	3%	-11%	5%	-7%	22%	2%	-15	7%	1%	-3%	-4%
3	Nc1[nH]c(=O)[nH]c(=O)c1N=Nc1ccc(C(=O)O)cc1	-4%	11%	-4%	.	?	-2%	-1	-2%	-6%	-4%	?
4	O=C(Cc1cccs1)NCc1cccnc1	4%	-7%	-1%	1%	27%	-7%	14	-2%	0%	2%	3%
5	COCCn1c(C)cc(C(=O)CSc2nc3ccccc3s2)c1C	0.5µM*	?	0.54µM*	9%	?	5µM*	-6	0.35µM*	-1%	14µM*	11%
6	CCOC(=O)c1cc(-c2cc(OC)c(OC)c(OC)c2)nc2c1c(=O)[nH]c(=O)n2Cc1ccccc1	-11%	13%	2%	1%	10%	-6%	3	-13%	2%	-20%	-7%
7	O=C(OCCNC(=O)c1cc2ccccc2oc1=O)c1cccnc1	0%	-3%	3%	1%	7%	-5%	9	-7%	2%	26%	9%
8	Cc1cccnc1NC(=O)CNC(=O)C1CCCCC1	3%	1%	2%	.	.	.	-5	1%	2%	.	.
9	Cn1c(=O)c2c(ncn2CC(COCc2ccccc2)OCc2ccccc2)n(C)c1=O (stereo not given)	-1%	-7%	5%	4%	.	2%	2	-1%	2%	3%	0%
10	CCCOc1ccc(N2C(=O)CC(N3CCN(S(=O)(=O)c4ccccc4)CC3)C2=O)cc1 (stereo not given)	24%	-6%	0%	-5%	9%	8%	22	-1%	-2%	16%	2%
11	O=C(Nc1nnc(-c2ccc(Cl)cc2)o1)c1ccccc1Br	3%	23%	?	3%	12%	4.5µM*	-2	9%	10%	2.5µM*	-8%
12	COc1ccc(NC(=O)COC(=O)[C@@H]2CCCN2C(=O)c2cccs2)c(OC)c1	-1%	7%	-2%	-1%	.	16%	-4	-1%	3%	-17%	-4%
13	O=C(NC1CC2CCC(C1)N2Cc1nnnn1Cc1ccco1)NC12CC3CC(CC(C3)C1)C2 (stereo not given)	-3%	?	2%	-2%	0%	-23%	-11	0%	2%	-5%	1%
14	NNC(=O)COc1ncn(-c2ccccc2)n1	.	.	6%	3%	-2%	5%	8	.	0%	9%	-6%
15	Fc1ccc2[nH]c3c(N4CCSCC4)ncnc3c2c1	-15%	?	?	9%	9%	?	18	-1%	5%	?	6%
16	CC(C)(C)c1ccc(C(=O)Nc2ccc(C(=O)N3CCCC3)cc2)cc1	-2%	-7%	?	-5%	.	-11%	0	1%	3%	?	2%
17	Cc1ccc(NC(=O)CSc2nnc(-c3ccc(S(=O)(=O)N4CCOCC4)cc3)n2C)cc1	1%	-20%	21%	-2%	9%	-21%	-21	-3%	?	27%	-12%
18	CC(C)(C)c1ccc(C2(C)NC(=O)N(CC(=O)Nc3ccc4c(c3)OCO4)C2=O)cc1 (stereo not given)	8%	-11%	0%	-1%	18%	-3%	1	0%	-1%	?	1%
19	O=C(CCCN1C(=O)/C(=C\c2ccccc2)SC1=S)Nc1ccccc1O	-7%	5%	-2%	3%	.	?	-4	1%	-9%	-39%	13%
20	O=[N+]([O-])c1ccc(OCn2cncn2)cc1	-1%	17%	-2%	.	.	.	19	-1%	1%	.	.
21	CCCC(C)NC(=O)c1ccccc1SC (stereo not given)	2%	3%	1%	-7%	-2%	-13%	2	0%	-2%	15%	-9%
22	NC(=NC(=O)c1cccc(C(F)(F)F)c1)c1ccc(C(F)(F)F)cn1	5%	8%	?	2%	.	16%	11	-2%	-3%	-39%	-24%
23	COc1cc(CNC2CCCCCCC2)cc(Br)c1OCC#N	-3%	?	0%	-1%	-12%	-19%	5	-2%	-28%	1%	-15%[11.5 µM]
24	O=c1[nH]c(CN2CCN(C/C=C/c3ccccc3)CC2)nc2cc(Cl)ccc12	0%	?	0%	-1%	13%	3%	-99*	-1%	5%	-16%	-4%
25	COc1ccc(CCn2ccc(O)c(Cc3ccc(Cl)cc3Cl)c2=O)cc1OC	-4%	-18%	-1%	3%	20%	7%[10 µM]	-14	-2%	0%	19%	-7%
26	O=S(=O)(c1ccccc1)n1nc(-c2ccccc2)nc1NCc1ccco1	26%	?	-2%	1%	8%	-3%	-21	22%	15%	37%	-1%
27	COc1ccc(CC(=O)NNC(=O)c2ccco2)cc1OC	-1%	8%	-3%	3%	-11%	-8%	-32	1%	7%	0%	-4%
28	NC(=O)NC(=O)COC(=O)/C=C/c1cccs1	-2%	8%	-1%	-3%	.	3%	-3	4%	4%	8%	?
29	Cc1ccc(C)c2[nH]c(=O)c(CCNC(=O)c3cccs3)cc12	-11%	?	-4%	2%	-1%	-8%	-10	1%	7%	-2%	124%[activator]
30	Nc1cc(=O)[nH]c(SCCSc2ccc(F)cc2)n1	-3%	-1%	-10%	2%	-1%	0%	25	-3%	1%	?	1%
31	COc1ccc(OC)c(NC(=O)C(=O)/C=C(\O)c2cc(OC)ccc2OC)c1	9%	-2%	-1%	0%	?	?	0	0%	1%	?	-8%
32	COc1ccc2nc(NC(=O)CSC3=NCCS3)sc2c1	?	14%	17µM*	1%	7%	-22%	-4	?	-4%	?	3%
33	O=c1cc(-c2ccc(Cl)cc2)[nH]c2ccccc12	2%	8%	-16%	-4%	.	-6%	-2	9%	-1%	30%	.
34	Cc1cccc(Oc2nc(-c3ccccn3)nc3ccccc23)c1	-11%	?	?	-4%	.	2.2µM*	-4	-5%	0%	0.56µM*	12%
35	CN(C)/C=N/NC(=O)c1ccccc1	-7%	8%	-2%	-6%	-3%	-19%	0	1%	-1%	1%	-3%
36	CCCc1ccc(C(=O)Cn2nc(C(=O)O)c3ccccc3c2=O)cc1	0%	2%	?	1%	?	-6%	-29	-1%	13%	3%	1%
37	CCOc1ccc(/C=N/NC(=O)C(C)N(c2ccc(OC)cc2)S(C)(=O)=O)cc1 (stereo not given)	0%	-15%	-2%	5%	3%	4%	10	2%	1%	13%	18%
38	CC(C)Oc1ccc(C(CC(=O)O)c2ccc(F)cc2)cc1 (stereo not given)	1%	23%	?	-4%	3%	-9%	5	-3%	4%	9%	-15%

# Full records from above. Order of screens: Rab9 prom act, ELG1 repair inh, FLuc counter, PKM2 activator, Menin-MLL TR inh, VP16 counter, KCNH2 3.1 block, NPC1 promoter act, Mito fusion yeast, RORg inh, MBNL1 CUG block
# Cc1cccc(Oc2nc(-c3ccccn3)nc3ccccc23)c1 across the screens: -11%, ?, ?, -4%, ., 2.2µM*, -4, -5%, 0%, 0.56µM*, 12%
# O=c1cc(-c2ccc(Cl)cc2)[nH]c2ccccc12 across the screens: 2%, 8%, -16%, -4%, ., -6%, -2, 9%, -1%, 30%, .
# CCOc1ccc(/C=N/NC(=O)C(C)N(c2ccc(OC)cc2)S(C)(=O)=O)cc1 (stereo not given) across the screens: 0%, -15%, -2%, 5%, 3%, 4%, 10, 2%, 1%, 13%, 18%

# Only part of the results is shown; count on the stated rates, not on these rows.
